Bioassay records deposited in PubChem BioAssay by National Center for Advancing Translational Sciences (NCATS).
RGS4 inh: blocks human RGS4-accelerated GTP hydrolysis; P49798; Transcreener GDP fluorescence polarization, RGS4-accelerated GTP hydrolysis; Potency, µM (top dose mostly 114 µM), without a hit: at the top dose activity change, negative = inhibition, actives largely listed as inhibitors; hit rate 0.039% among 390,000; note: potency is the fitted concentration of half-maximal effect; % is set by controls: 0 for no effect and ±100 for the full control effect; nearly all actives have a fitted effect of over 75% in size; some results filed as inactive show a strong effect at the top dose
Target sequence (P49798 whole entry, looked up): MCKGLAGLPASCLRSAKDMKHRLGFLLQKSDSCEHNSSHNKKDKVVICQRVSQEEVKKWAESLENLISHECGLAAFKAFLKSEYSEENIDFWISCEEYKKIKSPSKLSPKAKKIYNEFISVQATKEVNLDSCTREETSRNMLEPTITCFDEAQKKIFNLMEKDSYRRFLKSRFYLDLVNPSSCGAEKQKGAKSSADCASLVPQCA
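MLSMR compounds (23 nl, pin-transferred) preincubated 10 min at room temperature with a 500nM (2x) first reagent, then RGS4 at 900nM (2x) plus Transcreener GDP mix added; fluorescence polarization (620/688 nm) read before and after 90 min at 30 °C.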
D2 antagonist: antagonists of human D2 dopamine receptor. AID 485344. inhibition, % at 10 µM. P14416. hit rate 2% among 340,000. HEK293 TREx D2 cells, calcium flux, dopamine EC80; in the data active = inhibition above about 30%; note: 0% is about no effect
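Tetracycline-induced HEK293 T-REx cells expressing D2 force-coupled to calcium signalling were dye-loaded, exposed to compound for 180 s, then challenged with an EC80 of dopamine; calcium flux was followed kinetically for a further 180 s.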
D2 ag: activates the human D2 dopamine receptor; activation, % at 2 µM; hit rate 0.53% among 340,000; HEK293 T-REx D2 cells, calcium flux agonist mode; AID 485358;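 active = activation over 3 SD above normal in the single-dose calcium agonist read, cut at about 30% in these data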; note: 0% is about no effect
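Agonism is scored from calcium flux in a force-coupled, inducible HEK293 cell line expressing D2, read kinetically for 180 s after compound addition against dopamine controls.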
ERG-DNA inh: ERG Ets/DNA interaction inhibition; hit rate 0.028% among 370,000; fluorescence polarization, His-ERG Ets domain / labelled DNA; P11308; Potency, µM (top dose mostly 76.9 µM), for the others: at the highest dose FP activity, negative = inhibition, usual class: inhibitors; active = well fitted inhibition curve with a large enough effect in the polarisation, with a control signal flat; inconclusive = small, poorly fitted or top-dose-only effect, or effect the other way, or a change in a side signal; inactive = no such curve, though single readings can be large or run the other way; the % refers to the polarisation;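 note: polarization taken with two DNA probes labelled with fluorescein and Texas red; potency is the fitted concentration of half-maximal effect; % of control where 0% means no effect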
Target sequence (P11308 whole entry, looked up, the tested form may be a part): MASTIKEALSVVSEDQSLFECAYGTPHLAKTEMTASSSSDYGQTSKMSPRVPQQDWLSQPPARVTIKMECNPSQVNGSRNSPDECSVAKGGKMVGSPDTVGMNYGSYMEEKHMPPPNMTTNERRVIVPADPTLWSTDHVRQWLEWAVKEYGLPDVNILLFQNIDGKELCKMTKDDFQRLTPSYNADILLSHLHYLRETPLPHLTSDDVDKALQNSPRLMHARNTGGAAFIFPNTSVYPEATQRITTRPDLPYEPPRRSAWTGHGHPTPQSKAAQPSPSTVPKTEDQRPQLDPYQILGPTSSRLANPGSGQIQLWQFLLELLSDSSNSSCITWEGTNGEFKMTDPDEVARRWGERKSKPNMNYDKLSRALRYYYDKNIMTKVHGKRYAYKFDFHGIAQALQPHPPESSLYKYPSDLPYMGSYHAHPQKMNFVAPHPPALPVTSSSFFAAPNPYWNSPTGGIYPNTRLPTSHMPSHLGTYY
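His-tagged ERG Ets domain (1 uM in the protein solution; 300mM KCl, 50mM Tris-HCl, 1mM EDTA, 1mM DTT, pH 7.5) received compound, then a probe mix of 5 nM fluorescein-DNA and 100nM Texas-615-DNA. Fluorescence polarization was read for both dyes.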
GRP78 ERSR act: induces the endoplasmic reticulum stress response in human glioma cells | U87-MG GRP78 promoter luciferase reporter, 16 h | Potency, µM, inactives show at the highest dose activation, hits mostly activators | hit rate 0.02% among 420,000; note: potency is the fitted concentration of half-maximal effect; series mostly up to about 76 µM; % of control where 0% means no effect; nearly all actives have a fitted effect of over 35% in size
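Stably transfected U87-MG glioma cells carrying a GRP78-based luciferase sensor; 16 h compound incubation. Luminescence end-point read 10 min after Bright-Glo addition at room temperature.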
ALOX12 inh: inhibitors of human 12S-lipoxygenase ALOX12 | P18054 | purified 12hLO, xylenol orange hydroperoxide absorbance | Potency, µM (series often up to 108 µM), inactives show top-dose activity change, negative = inhibition, actives largely listed as inhibitors | hit rate 1.1% among 580,000; note: potency is the fitted concentration of half-maximal effect; % is set by controls: 0 for no effect and ±100 for the full control effect
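Purified human 12hLO at 150 nM in 25 mM Hepes, 0.01% Triton X-100, pH 7.0, preincubated 15 min at room temperature with compound. Reaction started with 40 uM arachidonic acid, 30 min at room temperature. Hydroperoxide measured by Fe-xylenol orange, 573/405 nm absorbance ratio.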
Vif-APOBEC3F blk: inhibitors of Vif-A3F interaction. HeLa A3F-eYFP + Vif (tagged APOBEC3F with the HIV-1 protein that degrades it), YFP fluorescence increase. Potency, µM (top dose mostly 46.1 µM), for inactives: at the highest dose activity, negative = active. hit rate 0.2% among 390,000. AID 602313; note: potency is the fitted concentration of half-maximal effect; % of control where 0% means no effect; nearly all actives have a fitted effect of over 65% in size
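Fluorescence increase (Ex 488/Em 500-530) after overnight compound treatment at 37 deg C flags inhibition of Vif-driven A3F-eYFP loss in stable HeLa A3F-eYFP/Vif cells seeded overnight beforehand.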
LDHA block: blocks human lactate dehydrogenase A | AID 1347041 | activity change, % (values are at about 110 or 230 µM) | P00338 | purified LDHA, NADH/diaphorase-resazurin fluorescence; stronger effect = lower value | hit rate 0.15% among 480,000; in the data active = activity change below about -30%; inconclusive = mostly about -25% to -30%;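 note: plate controls were DMSO wells for no effect and wells without enzyme for full effect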
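Remaining NADH was detected by diaphorase (0.133 mg/mL) converting 37 µM resazurin to fluorescent resorufin, read at 0 and 20 minutes. The preceding 5-minute room-temperature reaction used 2 nM LDHA, 0.2 mM sodium pyruvate and 0.06 mM NADH at pH 7.4.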
Vif-A3G inh: blocks the Vif interaction with human APOBEC3G; Potency, µM (titrated, usually from 46.1 µM), for the others: at the top dose activity, negative = active, actives largely listed as inhibitors; hit rate 0.076% among 410,000; Q9HC16; HeLa A3G-eYFP + Vif (tagged APOBEC3G with the HIV-1 protein that degrades it), YFP fluorescence, overnight;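 note: potency is the fitted concentration of half-maximal effect; % is set by controls: 0 for no effect and ±100 for the full control effect; nearly all actives have a fitted effect of over 60% in size; hits raise eYFP signal because A3G escapes Vif-driven loss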
Target sequence (Q9HC16 whole entry, looked up): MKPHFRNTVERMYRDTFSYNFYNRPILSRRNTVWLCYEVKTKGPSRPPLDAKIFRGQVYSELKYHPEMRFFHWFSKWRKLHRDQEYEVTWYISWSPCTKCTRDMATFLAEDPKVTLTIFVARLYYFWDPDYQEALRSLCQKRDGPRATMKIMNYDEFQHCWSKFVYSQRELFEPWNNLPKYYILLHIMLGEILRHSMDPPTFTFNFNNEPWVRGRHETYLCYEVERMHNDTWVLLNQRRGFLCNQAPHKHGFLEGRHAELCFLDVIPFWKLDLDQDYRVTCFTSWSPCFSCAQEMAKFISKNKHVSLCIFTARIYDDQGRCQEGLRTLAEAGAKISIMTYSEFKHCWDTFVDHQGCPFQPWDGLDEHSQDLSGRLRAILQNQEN
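HeLa cells stably expressing Vif and C-terminally eYFP-tagged A3G, seeded overnight at 37 deg C, then exposed to compound by pintool overnight at 37 deg C. Rise in yellow fluorescence (Ex 488/Em 500-530, Acumen) marks blocked Vif-driven A3G degradation.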
The depositor's hits bear a star; ? = inconclusive; / = no result given; & = joins results of further samples; [ ] = remark or other dose. Unless noted, calls come from the whole dose curve; as a rule, active = well fitted curve in the direction sought with a large enough effect; inconclusive = small, poorly fitted or top-dose-only effect, or another doubt; inactive = no such curve, though single readings can be large; an effect the other way counts as inactive or inconclusive. A portion of the library; the hit share may differ from the screen's.

SMILES	RGS4 inh	D2 antagonist	D2 ag	ERG-DNA inh	GRP78 ERSR act	ALOX12 inh	Vif-APOBEC3F blk	LDHA block	Vif-A3G inh
CC1=C(OC(=O)c2ccccc2)C(C)(C)C(c2ccc(Br)cc2)OC1=O (stereo not drawn)	?	12	0.5	7%	-7%	-14%	11%	-4	-5%
COc1ccccc1CCNC(=O)c1ccoc1C	-19%	-9	-0.3	15%	1%	-21%	1%	3	0%
COc1ccc(NC(=O)CCNC(=O)c2ccccc2Cl)cc1OC	-11%	/	/	14%	-3%	11%	-12%	0	-4%
O=C(Nc1ccccc1Cl)c1sccc1-c1ccccc1	5%	7	-0.4	2%	-4%	1%	-4%	0	-28%
COc1ccc(NC(=O)c2ccco2)cc1NC(=O)c1ccc(Br)o1	-14%	4	-1.8	-10%	-5%	-17%	0%	-3	2%
CC(C)c1ccc(SCc2noc(C(=O)NCC3CCCO3)c2C(=O)O)cc1 (stereo not drawn)	37%	/	/	-2%	-2%	-16%	0%	-6	-2%
COc1ccc(C(CNC(=O)c2cccc(NS(=O)(=O)c3ccccc3)c2)N2CCCC2)cc1 (stereo not drawn)	-19%	/	/	7%	1%	-27%	7%	-2	2%
COc1cc(C(O)c2nc3ccccc3s2)cc(OC)c1OC (stereo not drawn)	19%	25	-1.0	11%	-2%	0%	2%	1	1%
N#Cc1ccccc1S(=O)(=O)N1CCN(C(=O)CN(Cc2ccco2)Cc2cccs2)CC1	/	/	/	/	0%	9%	-4%	-3	0%
C(=N\NC(=Nc1ccccc1)c1ccccn1)/c1ccccn1	-10%	-35	-2.4	-8%	-3%	169%[activator]	?	-3	2%
COc1ccc(NC(=O)c2cc(-c3cc(C)cs3)[nH]n2)cc1OC	/	/	/	/	-1%	0%	/	3	-4%
Cc1ccc(C(=O)Nc2ccsc2C(=O)O)cc1	6%	-4	0.6	9%	-5%	416%[activator]	-17%	-5	-17%
Cc1c(C(=O)NC(C(C)C)C(C)C)cccc1[N+](=O)[O-]	22%	1	-1.2	2%	-3%	20%	-1%	-9	-2%
O=C(Nc1cccc(F)c1)N(Cc1ccc(Cl)cc1)CC(O)C(F)(F)F (stereo not drawn)	-13%[11.4 µM]	/	/	1%	-5%	2%	-5%	1	-11%
CN=C1CC(C)(C)CC(=O)/C1=C(/O)CCCN1C(=O)c2ccccc2C1=O	2%	8	-0.3	-6%	0%	-12%	5%	-12	-4%
CCC1(CC)NC(=O)N(CC(=O)N2N=C(c3ccc(Cl)cc3)CC2c2ccco2)C1=O (stereo not drawn)	?	-10	2.3	6%	-2%	?	-4%	-3	-6%
C/C(=N\N(c1ccccc1)c1ccccc1)c1ccc(O)cc1	7%	10	0.1	-3%	-7%	?	8%	-4	-10%
CCN1C(=O)[C@H]2[C@@H](c3ccc(C(F)(F)F)cc3)N[C@]3(CCCN(CC4CCCCC4)C3=O)[C@H]2C1=O	/	/	/	/	-3%	?	-8%	-7	0%
O=C(Cn1cncn1)NCc1ccc(Cl)cc1	20%	4	-0.3	-9%	-2%	-19%	1%	-7	0%
CC1CCCN(CCCNC(=O)C2CCN(S(=O)(=O)N3CCC4(CC3)OCCO4)CC2)C1 (stereo not drawn)	6%	-9	-0.2	4%	-5%	-1%	-3%	-7	-4%

Quoted from the listing.
C(=N\NC(=Nc1ccccc1)c1ccccn1)/c1ccccn1 – ALOX12 inh: 169%[activator]
CN=C1CC(C)(C)CC(=O)/C1=C(/O)CCCN1C(=O)c2ccccc2C1=O – Vif-APOBEC3F blk: 5%

The listing continues:
SMILES	RGS4 inh	D2 antagonist	D2 ag	ERG-DNA inh	GRP78 ERSR act	ALOX12 inh	Vif-APOBEC3F blk	LDHA block	Vif-A3G inh
CC(=O)c1sc(NC(=O)c2cc3c(C)nn(-c4ccccc4)c3s2)nc1C	27%	-3	0.4	-8%	-4%	-22%	-5%	-20	0%
Cc1cc(SC(C)C(=O)NCC(=O)Nc2ccc(F)c(F)c2F)nc2ccccc12 (stereo not drawn)	-23%	2	0.3	3%	-4%	-19%	-14%	0	0%
CCCCn1c(N)c(N(CC)C(=O)C(c2ccccc2)c2ccccc2)c(=O)[nH]c1=O	-9%	4	-0.1	-15%	-1%	?	-1%	4&-15	4%
CCN(CC)C(=O)c1sc(NC(=O)c2cccnc2)c(C(=O)OC)c1C	5%	-1	0.5	-2%	0%	7%	-4%	-1	1%
COc1ccc(C#Cc2ccc3c(c2)O[C@H](CN(C)C(C)=O)[C@H](C)CN([C@@H](C)CO)S3(=O)=O)cc1	/	/	/	/	-5%	?	-2%	6	1%
O=C(COC(=O)/C=C/c1cccc(Cl)c1)NCCC1=CCCCC1	3%	0	-1.8	-5%	-4%	19%	-2%	0	1%
Cc1ccccc1CNC(=O)c1ccc2sc([C@H]3C[C@H](O)[C@@H](CO)O3)nc2c1	/	/	/	/	1%	?	/	-15	-2%
CCOC(=O)c1ccc(CN(Cc2ccc(F)cc2)S(=O)(=O)c2ccc(F)c(C(=O)Nc3cc(Cl)ccc3OC)c2)cc1	19%	/	-0.1	1%	1%	8%	-5%	-4	-5%
COc1ccc(NC(=O)Cc2nnc(SCC(=O)NC3CCCCC3)n2C)cc1	-8%	15	0.7	-1%	2%	0%	6%	-2	0%
Cc1ccc(N(CC(=O)N2CCN(c3ccc(F)cc3)CC2)S(=O)(=O)c2c(C)noc2C)cc1	-10%&-5%	-1	0.6&-0.1	13%&-4%	-3%&-3%	-1%&-4%	-15%&0%	-2&0	-11%&-1%
N[C@H]1C(O)O[C@H](CO)[C@@H](O)[C@@H]1O (stereo partly drawn)	11%	-4	2.8	0%	-1%	-19%	-1%	-1	3%
O=C(c1cccc(S(=O)(=O)N2CCOCC2)c1)N1CCN(c2ccc(F)cc2)CC1	-23%	-4	0.0	3%	-1%	11%	-8%	0	-1%
CCCn1nnnc1SCC(=O)N1CCCc2ccccc21	-8%	-16	-0.8	1%	-2%	-3%	-4%	-4	-5%
CC(=O)/C=C(/C)NC(Cc1c[nH]c2ccccc12)C(=O)O (stereo not drawn)	3%&41%	-5&7	0.7&-1.6	0%	-3%&-4%	?	-3%&-5%	2&-5	1%&-4%
CCc1cccc(NC(=S)N(CCCOC(C)C)C2CCN(C(C)=O)CC2)c1	7%	-4	1.8	6%	5%	-32%	10%	-2	-12%
O=C(Nc1cccc2c1CCCC2)C1CCN(c2nnnn2-c2ccccc2)CC1	-13%	-8	-0.2	6%	0%	-15%	-1%	1	-1%
Cc1ccc(S(=O)(=O)c2nnn3c2nc(NC(C)c2ccccc2)c2sccc23)cc1 (stereo not drawn)	6%	/	0.9	1%	-3%	-28%	2%	5	-4%
Cc1cc(=O)[nH]c(SCC(=O)Nc2ccc(Br)cc2)c1C#N	7%[11.4 µM]	-1	-0.4	-3%	0%	?	-3%	-4	-7%
CCOc1ccc2c(c1)c1nnc(SCC(=O)N3CCCCC3C)nc1n2C (stereo not drawn)	22%	2	0.1	-3%	-1%	0%	-15%	-7	0%
O=S(=O)(c1ccc(NCC2CCCCC2)nc1)N1CCOCC1	-24%	7	-0.6	5%	-2%	-2%	4%	3	-4%
COC(=O)C(Cc1ccc(O)cc1)NC(=O)c1ccc2c(c1)OCCO2 (stereo not drawn)	17%	10	2.2	-3%	8%	?	?	-8	3%
c1cc(-c2cc3cc(N4CCOCC4)ccc3o2)cs1	0%	/	/	6%	1%	?	1%	6	-5%
Cc1ncc(CN2CCCC(CCC(=O)NCc3ccc(F)c(F)c3)C2)s1 (stereo not drawn)	-20%	-10	0.5	-4%	-2%	-4%	13%	0	0%
NCC(O)CN(c1ccccc1)c1ccccc1 (stereo not drawn)	-24%	1	-0.1	5%[15.4 µM]	-7%	-2%	-9%	-4	-3%
O=S(=O)(Cc1ccccc1)NC1c2ccccc2Oc2ccccc21	0%	/	/	-2%	-4%	2%	-4%	-9	-7%
c1ccc2c(c1)nc(Nc1ccc(N3CCCCC3)cc1)c1nncn12	5%	-7	-5.1	4%	-8%	-25%	-14%	-1	3%
COC(=O)c1ccc(C2CC(=O)Nc3c2c(C)nn3-c2nc(C)cc(C)n2)cc1 (stereo not drawn)	10%	/	2.5	2%	-3%	-3%	0%	-4	3%
O=C(O)C(Cc1ccccc1)N1C(=O)/C(=C/c2cccnc2)SC1=S (stereo not drawn)	-31%	2	-0.2	3%	-5%	?	-8%	1	-4%
O=C1CSc2ccc(C(=O)NCCc3ccc(Cl)cc3Cl)cc2N1	-1%	/	/	-4%	-4%	?	-5%	-4	-3%
Cc1ccccc1OCCn1cc(C(=O)O)c2ccccc21	-1%	-7	1.1	-6%	-2%	0%	10%	-2	-5%
Cc1ccc(NC(=O)COC(=O)[C@H](C)NC(=O)c2ccccc2)cc1S(=O)(=O)N1CCOCC1	25%[56.9 µM]	-5	-0.4	2%	1%	0%	1%	-2	0%
Cc1ccc(Cl)cc1N1CCN(C(=O)C2CCN(S(=O)(=O)c3cccc4nonc34)CC2)CC1	16%	/	1.8	16%	-3%	-25%	-7%	-3	-4%
COc1cc(/C=C2/SC(N)=NC2=O)ccc1Oc1ccc([N+](=O)[O-])cc1[N+](=O)[O-]	-98%	11	0.6	-3%	-4%	-10%	6%	-2	2%
